M1 PAM parental: M1 PAM counterscreen hit in parental CHO-K1 cells; ATP EC20, Fluo-8 calcium fluorescence; 0% at ATP EC20, 100% at ATP max; activation, % at 3 µM; actives 0.02% (n = 360,000);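 active means activation above the run cutoff, the mean activation of all test compounds plus 3 SD, cut at about 40% in these data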;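 further: peak over basal fluorescence ratio in a 140 s read after ATP addition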
CHO-K1 Ca antag: M1 antagonist counterscreen hit in parental CHO-K1 cells. ATP-induced calcium, Fluo-8 fluorescence. inhibition, % at 3 µM. actives 0.6% (n = 360,000). AID 602250;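 active means inhibition above a per-plate cutoff, the plate's mean sample inhibition plus 3 SD, cut at about 24% in these data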;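 further: 0% = DMSO plus EC80 ATP and 100% = DMSO alone without ATP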
M5 ag: CHRM5 agonism in calcium assay. P08912. CHO-K1 hM5 cells, Fluo-8 calcium fluorescence; 0% DMSO wells, 100% maximal acetylcholine response. activation, % at 3 µM. actives 0.19% (n = 360,000). AID 624037;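 active means activation above the run's mean over test compounds plus 3 SD, cut at about 23% in these data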;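 further: signal is peak over basal fluorescence ratio across the kinetic read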
Target sequence (P08912 whole entry, looked up): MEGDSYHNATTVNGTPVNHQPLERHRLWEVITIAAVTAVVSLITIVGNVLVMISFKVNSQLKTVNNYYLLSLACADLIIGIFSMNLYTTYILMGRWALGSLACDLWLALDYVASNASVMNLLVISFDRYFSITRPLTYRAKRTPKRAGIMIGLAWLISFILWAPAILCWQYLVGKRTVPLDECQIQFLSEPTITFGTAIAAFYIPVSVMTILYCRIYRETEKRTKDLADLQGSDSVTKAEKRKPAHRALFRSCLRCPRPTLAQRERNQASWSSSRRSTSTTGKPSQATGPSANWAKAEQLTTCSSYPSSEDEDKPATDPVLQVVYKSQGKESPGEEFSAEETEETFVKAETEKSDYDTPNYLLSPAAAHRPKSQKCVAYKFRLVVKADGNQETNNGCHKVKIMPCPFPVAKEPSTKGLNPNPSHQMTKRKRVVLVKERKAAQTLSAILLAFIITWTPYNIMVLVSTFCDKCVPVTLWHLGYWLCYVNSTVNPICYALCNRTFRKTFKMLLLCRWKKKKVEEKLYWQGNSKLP
CHRM4 antagonist: CHRM4 antagonism in calcium assay; P08173; CHO-hM4 cells, ACh EC80, Fluo-8 calcium fluorescence; inhibition, % at 3 µM; actives 0.73% (n = 360,000);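 active means inhibition above its plate's cutoff, the mean inhibition of sample wells plus 3 SD, cut at about 27% in these data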;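 further: 0% = acetylcholine EC80 with DMSO and 100% = DMSO without agonist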
Target sequence (P08173 whole entry, looked up): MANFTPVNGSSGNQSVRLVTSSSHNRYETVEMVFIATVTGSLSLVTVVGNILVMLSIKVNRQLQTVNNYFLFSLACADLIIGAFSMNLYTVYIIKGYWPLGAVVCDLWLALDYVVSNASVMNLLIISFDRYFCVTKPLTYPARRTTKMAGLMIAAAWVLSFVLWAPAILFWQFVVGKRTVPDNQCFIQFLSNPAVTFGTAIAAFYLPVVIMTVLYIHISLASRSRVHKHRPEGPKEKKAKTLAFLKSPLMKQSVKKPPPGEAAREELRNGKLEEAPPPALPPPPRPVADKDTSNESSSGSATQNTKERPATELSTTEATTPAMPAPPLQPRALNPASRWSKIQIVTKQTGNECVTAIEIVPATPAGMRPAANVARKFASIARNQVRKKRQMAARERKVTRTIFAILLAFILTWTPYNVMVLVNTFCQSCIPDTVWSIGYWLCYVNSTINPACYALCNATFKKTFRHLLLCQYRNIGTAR
CHRM5 antagonist: blocks acetylcholine activation of human M5 receptor; AID 624040; P08912; CHO-hM5 cells, Fluo-8 calcium fluorescence, ACh EC80; inhibition, % at 3 µM; actives 0.59% (n = 360,000);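 active means inhibition above a per-plate cutoff, the mean of that plate's test compounds plus 3 SD, cut at about 27% in these data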;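 further: 0% = acetylcholine EC80 with DMSO and 100% = DMSO without agonist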
M5 PAM: positive allosteric modulators of human muscarinic M5 receptor | P08912 | CHO-K1 hM5, Fluo-8 calcium, ACh EC20 PAM; 0% = ACh EC20, 100% = ACh EC100 | activation, % at 3 µM | actives 0.3% (n = 360,000) | AID 624038;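 active means activation above the run cutoff, the mean activation of all test compounds plus 3 SD, cut at about 18% in these data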
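Replicates: One well per compound, no replicates | System: Human M5 receptor in CHO-K1 cells | Benchmarks: Low control EC20 acetylcholine (0%), high control EC100 acetylcholine (100%) | Probe or stimulus: Acetylcholine, EC20 level | Times: Fluo-8 loading 80 min at 37 °C plus 30 min room temperature | Signal: Intracellular calcium via Fluo-8 fluorescence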
CHRM4 agonist: agonists of human muscarinic M4 receptor (CHRM4); CHO-K1 hM4/Gqi5, Fluo-8 calcium fluorescence; vehicle 0%, full acetylcholine response 100%; P08173; AID 624127; activation, % at 3 µM; actives 0.14% (n = 360,000);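 active means activation above the run mean over all test wells plus 3 SD, cut at about 32% in these data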;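 further: peak over basal fluorescence ratio per well then scaled between controls; 0% = DMSO wells and 100% = acetylcholine at EC100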
M4 PAM: CHRM4 positive allosteric modulation; P08173; CHO-K1 hM4/Gqi5, Fluo-8 calcium fluorescence, ACh EC20; 0% = ACh EC20, 100% = maximal ACh; activation, % at 3 µM; actives 0.4% (n = 360,000);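 active means activation above its plate's cutoff, the mean activation of sample wells plus 3 SD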; further: some results filed as inactive read as strong as hits
M1 ag parental: nonselective activator or artifact in parental CHO-K1 cells; actives 0.48% (n = 360,000); Fluo-8 calcium fluorescence; scaled to maximal ATP response, vehicle zero; activation, % at 3 µM; AID 602248; in the data active means activation above about 15%;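 further: untransfected CHO-K1 host cells lacking M1 receptor as counterscreen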
Active calls of the source: *.

SMILES | M1 PAM parental | CHO-K1 Ca antag | M5 ag | CHRM4 antagonist | CHRM5 antagonist | M5 PAM | CHRM4 agonist | M4 PAM | M1 ag parental
CCn1c(SCC(=O)N/N=C/c2ccc(O)c(OC)c2)nc2ccccc21 | 10 | 2 | -3 | -4 | -10 | -3 | 1 | 0 | -0.5
CN(C)C(CNC(=O)CN1C(=O)NC2(CCc3ccccc32)C1=O)c1ccco1 (stereo unspecified) | 13 | -7 | -8 | -10 | -1 | -11 | 1 | -2 | 0.2
Cc1cc(C)nc(N(C#N)CN2C(=O)c3ccccc3C2=O)n1 | -7 | 3 | 4 | 8 | -4 | 7 | 1 | 20 | 0.0
CCCOc1ccc(CSC(=N)N)cc1C(=O)OC | 11 | -14 | -16 | 5 | 3 | 2 | 2 | -1 | 0.7
Cc1cccc(C(C#N)c2ccc(Cl)nn2)c1 (stereo unspecified) | 20 | -16 | -7 | -13 | 1 | 5 | 1 | 2 | 0.1
O=C(NNC(=O)c1ccccc1-n1cccc1)c1ccc(Cl)cc1Cl | -9 | 13 | 0 | 4 | -14 | -5 | 0 | 20 | 0.0
CC(O)CN1CCN(C(=O)CN2C(=O)NC(c3ccccc3)(c3ccccc3)C2=O)CC1 (stereo unspecified) | -7 | 6 | 1 | 1 | 6 | -5 | 2 | 6 | 0.1
COc1ccccc1-c1c(C)nn2c(C)cc(C)nc12 | 10 | -4 | -1 | -2 | 3 | -3 | 0 | -1 | -0.1
COc1nc(=O)n(C2CCCO2)cc1C (stereo unspecified) | -10 | 1 | 4 | -8 | -12 | 3 | 1 | 3 | 0.0
O=C(Nc1cccc(Cl)c1)c1ccc2sc([C@@H]3O[C@H](CO)[C@H](O)[C@H](O)[C@H]3O)nc2c1 | 5 | -2 | 1 | -1 | 9 | -3 | 1 | -2 | 0.1
O=C(NCCCNC(=O)c1ccccn1)c1ccc(F)cc1 | -22 | -11 | -3 | -5 | 21 | -3 | 0 | -3 | 0.3
C[C@]12CCC3c4ccc(OCC(=O)O)cc4CCC3C1CCC2=O (stereo partly specified) | 5 | -6 | -4 | 8 | 21 | -2 | 0 | 3 | 1.5
O=C(O)C(c1ccccc1)C(O)C1CC=CCC1 (stereo unspecified) | 6 | -2 | 2 | 5 | -9 | 9 | 2 | 6 | 0.0
Fc1ccccc1/C=N/n1c(-c2cccnc2)n[nH]c1=S | -17 | -1 | 1 | -2 | 3 | 4 | 1 | 0 | 0.6
Cc1ccc(NC(=O)c2cc3cccc([N+](=O)[O-])c3[nH]2)cc1 | 13 | -6 | -7 | -9 | 13 | -6 | 5 | -10 | 4.5
CCC(C)/C(C)=N/NC(=O)c1ccccc1OCCOc1ccccc1 (stereo unspecified) | -7 | 7 | 3 | 3 | -5 | -3 | 1 | 5 | 0.0
CCCCCCn1cc(CN2CC(N3CCSCC3)CS2(=O)=O)nn1 (stereo unspecified) | -4 | -13 | 0 | 8 | 2 | -3 | 1 | -4 | 0.2
Cc1cc(C(=O)OCC(=O)NC2CCCCC2)c(C)o1 | -4 | 10 | -1 | 3 | -3 | 3 | 0 | 5 | -0.2
O=C(CNC(=O)c1ccccc1Cl)N/N=C/C=C/c1ccccc1 | 19 | -15 | 2 | -3 | 2 | -7 | 3 | 1 | 1.9
COC(=O)N/N=C/c1cn(Cc2ccccc2F)c2ccccc12 | -7 | 7 | 4 | 3 | -2 | -5 | 10 | -11 | 4.4
CC(=O)Nc1ccc(S(=O)(=O)N2CCN(c3nnnn3-c3ccccc3)CC2)cc1 | 10 | -5 | -1 | -1 | 13 | 7 | -1 | 2 | -0.3
Cc1cc(NC(=O)c2c(F)cccc2Cl)no1 | 24 | -11 | -3 | -3 | -6 | 8 | 1 | 1 | 1.2
CCSc1nnc(NC(=O)c2cccnc2Cl)s1 | 4 | -3 | 3 | 0 | 0 | -2 | 0 | 0 | 0.1
Cc1nn(C(=O)C2CC2)c(C)c1Sc1ccc(Cl)cc1 | 15 | -11 | -1 | -3 | -4 | 2 | 0 | 2 | -0.1
Cc1cccc(NC(=O)NC2CC3CCC(C2)N3Cc2ccco2)c1 (stereo unspecified) | 12 | -14 | 3 | 7 | 1 | 6 | 2 | 7 | 0.5
New compounds follow:
SMILES | M1 PAM parental | CHO-K1 Ca antag | M5 ag | CHRM4 antagonist | CHRM5 antagonist | M5 PAM | CHRM4 agonist | M4 PAM | M1 ag parental
O=C(Nc1ccc(-c2csc(-c3ccccc3)n2)cc1)c1ccccc1Cl | 18 | -5 | -1 | -5 | -2 | 3 | 0 | 8 | 0.7
O=C(CN(Cc1ccc(F)cc1)C(=O)CCC(=O)Nc1ccccn1)NCc1ccco1 | 18 | -11 | 0 | -1 | 0 | 7 | 2 | 3 | 0.9
O=C1NC[C@@H](Cc2ccc(O)cc2)N(CCCCC2CCCCC2)C1=O | 11 | -10 | 2 | 1 | 4 | -4 | 0 | 5 | 1.0
O=[N+]([O-])c1cccc(OCc2cn3cccnc3n2)c1 | -13 | 19 | 0 | 0 | 7 | -2 | 0 | 11 | -0.4
CCCC(=O)NC(NC(=S)Nc1c(C)n(C)n(-c2ccccc2)c1=O)C(Cl)(Cl)Cl (stereo unspecified) | 6 | -6 | -2 | 11 | 0 | -2 | 0 | 2 | 0.2
Cc1ccc(S(=O)(=O)CCC(=O)OCc2nnc(-c3ccccc3Br)o2)cc1 | 6 | -10 | -1 | -1 | 3 | 2 | 3 | 6 | 2.1
COc1ccc(NC(=S)N(CCc2c(C)[nH]c3ccccc23)Cc2ccco2)cc1 | 14 | 2 | 2 | -4 | 1 | 3 | 2 | -1 | 0.2
COc1cc(CNCCSc2nnnn2C)cc(OC)c1OC | 18 | -10 | 1 | 6 | -11 | 4 | 0 | 10 | 0.9
CCC1=Nc2cc(C(=O)NCc3ccco3)ccc2Sc2ccc(C)cc21 | 29 | -16 | -2 | -13 | -3 | -1 | -2 | -6 | 0.4
CC(C)Cc1ccc(C(C)C(=O)N2CCOCC2)cc1 (stereo unspecified) | -1 | -21 | 1 | 1 | 0 | -4 | 1 | 0 | 1.4
COc1ccc(N/C=C\C(=O)c2ccc3ccccc3c2)cc1 | -9 | 19 | -1 | -1 | 4 | -7 | 0 | -3 | -0.6
O=C(NNC(=O)c1cccnc1)NC1CCCCC1 | -14 | 0 | 0 | 2 | 8 | -2 | 1 | -6 | -0.3
Cc1ccc(Cl)cc1N(CC(=O)NC1CCCCC1)S(C)(=O)=O | -6 | -7 | 9 | -6 | 0 | 0 | 2 | -9 | -0.4
CCOC(=O)Cc1csc(NC(=O)CCS(=O)(=O)Cc2ccccc2)n1 | -12 | -12 | 7 | -13 | -9 | 3 | 2 | 4 | 1.1
COc1cc(S(=O)(=O)N2CCOCC2)cc(C(=O)NCC(c2cccs2)N2CCOCC2)c1OC (stereo unspecified) | 17 | -14 | 0 | -5 | -2 | 6 | 1 | 11 | 0.7
CCCc1cc(=O)oc2cc(OC(C)C(=O)NCC3CCC(C(=O)O)CC3)ccc12 (stereo unspecified) | -14 | 27* | 0 | -1 | 3 | 4 | 1 | 4 | 3.6
CS(=O)(=O)Nc1cccc(NC(=O)c2cccc3c(-c4ccc(F)c(F)c4)coc23)c1 | 9 | 4 | 1 | 18 | 6 | -7 | 7 | -8 | 2.7
O=C(COC(=O)c1cccc(O)c1)NCc1ccc2c(c1)OCO2 | -9 | -4 | 4 | 4 | 0 | 3 | 2 | 3 | 1.1
COc1cc(C)c(S(=O)(=O)N2CCOCC2)c(C)c1C | 24 | -12 | -2 | -4 | 1 | 1 | 1 | 6 | 0.7
Nc1cc2c(cc1Br)-c1c(C(=O)O)cccc1C2O (stereo unspecified) | 25 | -15 | 1 | -15 | 2 | 10 | 2 | 4 | 0.1
O=C(c1ccc(Cl)cc1)N1CCN(c2ccc(N3CCOCC3)nn2)CC1 | 19 | -7 | 1 | -9 | 7 | -5 | 1 | 8 | 0.2
CCCn1c(=O)c(C(=O)Nc2cccc(C)n2)c(O)c2ccccc21 | 13 | -7 | -3 | -15 | 7 | 5 | 0 | -3 | 0.3
CSc1nc2c(c(=O)[nH]1)C(c1ccc(F)cc1)CC(=O)N2 (stereo unspecified) | 18 | -9 | 0 | 3 | -18 | 5 | 2 | -2 | 2.8
O=C(CCNS(=O)(=O)c1ccccc1C(F)(F)F)NNC(=O)c1csc(N2CCOCC2)n1 | 16 | -14 | -2 | -7 | 9 | -2 | 1 | 1 | 2.4
O=c1cc(N2CCN(c3ccccc3F)CC2)[nH]c(=O)n1-c1ccc(Br)cc1 | 18 | 3 | 1 | 1 | 1 | 2 | 0 | 5 | -0.1

Profiles from above.
O=C1NC[C@@H](Cc2ccc(O)cc2)N(CCCCC2CCCCC2)C1=O reads M1 PAM parental = 11; CHO-K1 Ca antag = -10; M5 ag = 2; CHRM4 antagonist = 1; CHRM5 antagonist = 4; M5 PAM = -4; CHRM4 agonist = 0; M4 PAM = 5; M1 ag parental = 1.0
COc1ccc(NC(=S)N(CCc2c(C)[nH]c3ccccc23)Cc2ccco2)cc1 reads M1 PAM parental = 14; CHO-K1 Ca antag = 2; M5 ag = 2; CHRM4 antagonist = -4; CHRM5 antagonist = 1; M5 PAM = 3; CHRM4 agonist = 2; M4 PAM = -1; M1 ag parental = 0.2

Further compounds.
SMILES | M1 PAM parental | CHO-K1 Ca antag | M5 ag | CHRM4 antagonist | CHRM5 antagonist | M5 PAM | CHRM4 agonist | M4 PAM | M1 ag parental
COc1ccc(C(=O)Cn2nnc(-c3ccccc3NC(=O)c3ccco3)n2)cc1 | 10 | -4 | 2 | 0 | 6 | -7 | 4 | -7 | 1.2
CCN1C(=O)[C@H]2[C@@H](c3ccc(C)cc3)N3C(=O)N(c4ccc(OC)cc4)C(=O)[C@@]3(C)[C@H]2C1=O | 27 | -12 | 3 | -9 | 4 | 8 | 2 | 12 | 1.2
CCOc1ccc(NC(=O)CN(C)C(=O)Cc2n[nH]c(=O)c3ccccc23)cc1OCC | 5 | -18 | 3 | -10 | 10 | 0 | 1 | 13 | -0.1
COc1cccc(C(=O)CN2CCN(S(=O)(=O)c3ccc(Br)cc3)CC2)c1 | 23 | -11 | -1 | 3 | -11 | 3 | 0 | 6 | 0.9
CCOC(=O)C1CCN(C(=O)CCc2c(C)nc3c(-c4ccc(F)cc4)c(C)nn3c2C)CC1 | 24 | -16 | 3 | -16 | 0 | -6 | 0 | 7 | 0.1
O=c1oc2ccc3ccccc3c2cc1-c1nc2ccccc2o1 | 12 | -3 | -1 | -1 | 16 | -6 | 0 | 15 | 0.5
OC(c1ccc(Cl)c(F)c1)c1ncc(-c2ccc(Cl)cc2)[nH]1 (stereo unspecified) | 3 | -12 | 0 | -1 | 1 | 4 | 5 | 10 | 1.1
CN1CCN(C2=C(Cl)C(=O)N(c3ccc(Cl)c(Cl)c3)C2=O)CC1 | 14 | -8 | -5 | -5 | -3 | 11 | 1 | 7 | 0.3
O=C(c1noc2c1CCc1ccccc1-2)N1CCOCC1 | 17 | -8 | -1 | 5 | -5 | 2 | -1 | 9 | 0.6
C[C@H](NC(=O)c1ccc(Cl)cc1)C(=O)NNC(=O)c1cccs1 | 13 | -16 | 4 | 3 | 2 | 10 | 1 | 2 | 0.6
C[C@H](CO)N1C[C@H](C)[C@@H](CN(C)C(=O)NC2CCCCC2)Oc2c(NC(=O)C3CC3)cccc2C1=O | -14 | 1 | 1 | 1 | 2 | 7 | 2 | 4 | -0.5

Compound activity: PubChem BioAssay, The Scripps Research Institute Molecular Screening Center
